From PubChem BioAssay
rTrxR1 inhibitor – qHTS Assay for Inhibitors of Mammalian Selenoprotein Thioredoxin Reductase 1 (TrxR1): qHTS. Thioredoxin reductase 1, cytoplasmic (Rattus norvegicus), O89049. recombinant rTrxR1, NADPH fluorescence consumption, selenite substrate. Potency, µM (doses to about 114 µM), without a hit: top-dose activity change, negative = inhibition, hits mostly inhibitors. 390,000 compounds, 1% hits; also: potency is read from the fitted curve at half-maximal effect; % is scaled to controls: 0 for no effect and ±100 for the full control effect; nearly all actives have a fitted effect of over 65% in size
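Rat TrxR1 (90 nM in the dispensed reagent) was pre-reduced with 400 uM NADPH for 5 min at room temperature, then incubated with compound for 15 min. After 400 uM selenite was added, NADPH fluorescence (Ex 340/Em 450 nm) was followed for 8 min.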
Pin1 inh – qHTS Assay to Find Inhibitors of Pin1. Peptidyl-prolyl cis-trans isomerase NIMA-interacting 1 (Homo sapiens), Q13526. Pin1 FP peptide displacement, HiFluor488, 10 min. Potency, µM (highest dose often 115 µM), for inactives: at the top dose activity, negative = inhibition, actives largely listed as inhibitors. 390,000 compounds, 0.009% hits; active = well fitted inhibition curve with a large enough effect in the polarisation, with a control signal flat, not every such curve was filed as active; inconclusive = small, poorly fitted or top-dose-only effect, or effect the other way, or a change in a side signal; inactive = no such curve, though single readings can be large or run the other way; the % refers to the polarisation; also: potency is read from the fitted curve at half-maximal effect; % is scaled to controls: 0 for no effect and ±100 for the full control effect
Target sequence (Q13526 whole entry, looked up): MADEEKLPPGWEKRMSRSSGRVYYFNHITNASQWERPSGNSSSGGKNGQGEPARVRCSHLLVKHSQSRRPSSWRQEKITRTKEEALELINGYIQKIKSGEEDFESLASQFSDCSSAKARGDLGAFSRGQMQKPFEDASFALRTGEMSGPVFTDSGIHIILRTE
TRHR agonist – qHTS for Small Molecule Agonists and Allosteric Enhancers of Human TRH Receptor: Primary Screen for Agonists; Thyrotropin-releasing hormone receptor (Homo sapiens), P34981; TRHR cells, calcium flux fluo-8, FDSS agonist mode; activation, % at 2 µM; 360,000 compounds, 0.18% hits; AID 493084, 2011; in the data active = activation above about 30%; also: 0% is about no effect
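Read-out: compound-evoked intracellular calcium rise in TRHR cells, fluo-8 dye, kinetic FDSS fluorescence at 1 s/cycle following a 10-cycle baseline. Cells cultured overnight before dye loading (30 min–1.5 h, RT).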
USP1-UAF1 inh – Inhibitors of USP1/UAF1: Primary Screen. Ubiquitin carboxyl-terminal hydrolase 1 (Homo sapiens), O94782. recombinant USP1/UAF1, Ub-Rhodamine cleavage fluorescence. Potency, µM (doses to about 57.1 µM), without a hit: at the top dose activity change, negative = inhibition, hits mostly inhibitors. 390,000 compounds, 0.23% hits; also: potency is read from the fitted curve at half-maximal effect; % is scaled to controls: 0 for no effect and ±100 for the full control effect; nearly all actives have a fitted effect of over 60% in size; inactives centre near -12
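1 nM enzyme complex + cpd, 15 min RT; start with Ub-Rho 150nM final; kinetic fluorescence ex 480/em 540, 6 reads q60 s. Buffer 50mM HEPES pH 7.8, 0.5mM EDTA, 0.1 mg/ml BSA, 1mM TCEP, 0.01% Tween-20.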
D2 antagonist – HTS Assay for Allosteric Antagonists of the Human D2 Dopamine Receptor: Primary Screen for Antagonists. HEK293 TREx D2 cells, calcium flux, dopamine EC80. 340,000 compounds, 2% hits. inhibition, % at 10 µM. D(2) dopamine receptor (Homo sapiens), P14416; in the data active = inhibition above about 30%; also: 0% is about no effect
Target sequence (P14416 whole entry, looked up): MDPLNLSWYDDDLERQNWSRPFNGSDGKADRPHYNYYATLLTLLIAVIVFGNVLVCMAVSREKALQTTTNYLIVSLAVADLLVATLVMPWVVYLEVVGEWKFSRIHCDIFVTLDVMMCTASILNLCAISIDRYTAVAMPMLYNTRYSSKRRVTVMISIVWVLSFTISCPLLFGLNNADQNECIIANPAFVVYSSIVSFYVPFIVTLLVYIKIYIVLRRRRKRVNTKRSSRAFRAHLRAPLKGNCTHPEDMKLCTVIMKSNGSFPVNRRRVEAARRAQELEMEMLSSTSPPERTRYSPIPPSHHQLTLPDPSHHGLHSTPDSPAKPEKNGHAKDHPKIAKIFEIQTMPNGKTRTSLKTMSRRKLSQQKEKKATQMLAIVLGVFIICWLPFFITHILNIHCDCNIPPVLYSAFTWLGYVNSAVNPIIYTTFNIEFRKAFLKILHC
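Tetracycline-induced HEK293 TREx cells expressing D2 receptor forced-coupled to calcium signalling, loaded with no-wash calcium dye. Compounds added and calcium flux read 180 s, then dopamine added at EC80 and read a further 180 s.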
IDH1 R132H inh – qHTS for Inhibitors of mutant isocitrate dehydrogenase 1 (IDH1): qHTS; 390,000 compounds, 0.093% hits; Potency, µM (top dose mostly 76.6 µM), for the others: top-dose activity change, negative = inhibition, most hits filed as inhibitors; IDH1-R132H enzyme, NADPH consumption, diaphorase/resazurin fluorescence; also: potency is read from the fitted curve at half-maximal effect; % is scaled to controls: 0 for no effect and ±100 for the full control effect; nearly all actives have a fitted effect of over 65% in size
Target sequence (O75874 whole entry R132H, stated change not applied): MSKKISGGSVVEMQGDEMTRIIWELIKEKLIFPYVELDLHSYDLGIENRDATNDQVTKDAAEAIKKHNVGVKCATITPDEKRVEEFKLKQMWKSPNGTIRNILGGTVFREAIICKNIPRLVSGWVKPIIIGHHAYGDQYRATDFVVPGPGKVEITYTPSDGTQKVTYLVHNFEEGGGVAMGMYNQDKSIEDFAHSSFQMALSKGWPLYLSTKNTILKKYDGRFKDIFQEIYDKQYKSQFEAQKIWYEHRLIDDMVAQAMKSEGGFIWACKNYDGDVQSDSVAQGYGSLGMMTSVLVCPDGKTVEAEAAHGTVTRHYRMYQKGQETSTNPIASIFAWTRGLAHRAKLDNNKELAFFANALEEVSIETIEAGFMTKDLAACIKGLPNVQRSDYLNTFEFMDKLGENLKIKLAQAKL
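IDH1-R132H (0.5 ug/mL) preincubated 30 min with compound, then NADPH (0.016 mM) and alpha-KG (2 mM) added; 80 min at RT, pH 7.5. Remaining NADPH coupled via diaphorase/resazurin to fluorescence (540/590 nm); concentration-response curves normalized to no-enzyme control.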
TRHR PAM – qHTS for Small Molecule Agonists and Allosteric Enhancers of Human TRH Receptor: Primary Screen for Enhancers | enhancement, % at 2 µM | 360,000 compounds, 0.66% hits | TRHR cells, fluo-8 calcium fluorescence, EC20 TRH enhancement; in the data active = enhancement above about 30%; also: 0% is about no effect
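TRHR-expressing cells loaded with fluo-8 calcium dye were read kinetically (ex 480/em 530) during compound addition, then stimulated with an EC20 of TRH (10 nM final). Enhancement of the Gq-mediated intracellular calcium response was scored.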
D2 agonist – HTS Assay for Allosteric Agonists of the Human D2 Dopamine Receptor: Primary Screen for Agonists; HEK293 T-REx D2 cells, calcium flux agonist mode; 340,000 compounds, 0.53% hits; activation, % at 2 µM; D(2) dopamine receptor (Homo sapiens), P14416;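 active = activation over 3 SD above normal in the single-dose calcium agonist read, cut at about 30% in these data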; also: 0% is about no effect
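Tetracycline-induced HEK293 T-REx cells with force-coupled D2 receptor, plated overnight at 30 C, loaded with no-wash calcium dye. After a 10 s baseline, compound was pin-added and calcium flux read kinetically for 180 s; calcium rises flagged agonists.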
TrxR1 substrate – qHTS Assay for Substrates of Mammalian Selenoprotein Thioredoxin Reductase 1 (TrxR1): qHTS; purified TrxR1 substrate turnover, NADPH consumption readout; Potency, µM (highest dose often 114 µM), without a hit: at the top dose activity change, negative = substrate turnover; 390,000 compounds, 0.01% hits; AID 588456, 2011; also: potency is read from the fitted curve at half-maximal effect; % is scaled to controls: 0 for no effect and ±100 for the full control effect; nearly all actives have a fitted effect of over 50% in size
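Rat TrxR1, dispensed at 90 nM, was prereduced with 400 uM NADPH (final) for 5 min at ~22 deg C, then incubated with compound 15 min before 400 uM selenite. A first-read NADPH fluorescence drop versus no-compound background flagged substrates.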
Active calls of the source: *; u = inconclusive; x = not tested or not shown; & = joins results of further samples; [ ] = remark or other dose. Unless noted, calls follow the shape of the dose curve; as a rule, active = well fitted inhibition curve with a large enough effect; inconclusive = small, poorly fitted or top-dose-only effect; inactive = no such curve, though single readings can be large or run the other way.

SMILES | rTrxR1 inhibitor | Pin1 inh | TRHR agonist | USP1-UAF1 inh | D2 antagonist | IDH1 R132H inh | TRHR PAM | D2 agonist | TrxR1 substrate
Cn1c(=O)c2cc3c(nc2n(C)c1=O)CC(c1ccccc1)CC3=O (stereo unspecified) | 19.3% | 0.2% | -0.2 | -6.1% | 14.6 | 7.9% | -1.9 | 1.0 | -2.9%
O=C(NC1CCCC1)C(c1cccs1)N(C(=O)c1ccco1)c1ccc2c(c1)OCO2 (stereo unspecified) | u | u | -0.4 | -13.4% | -25.0 | -22.7% | -0.2 | -0.9 | 12.5%
Cc1cc(N)ccc1-n1nc2ccccc2n1 | 10.4% | -1.4% | x | -19.1% | x | 0.0% | x | x | 2.9%
O=S(=O)(NCc1ccccc1)NCc1ccc(Cl)cc1Cl | 7.8% | -2.0% | -1.1 | -6.1% | 20.9 | 8.0% | -0.8 | -1.0 | 0.6%
O=C(COC(=O)/C=C/c1ccc(F)cc1)Nc1nnc(-c2ccccc2)o1 | 25.0% | -0.6% | 0.1 | -14.6% | -23.3 | 0.9% | -3.8 | -1.1 | 0.2%
COc1ccccc1-c1c(C)nn2c(N3CCN(c4cccc(Cl)c4)CC3)cc(C)nc12 | 54.0%[activator][57.1 µM] | 9.0% | 0.8 | 0.3% | x | -7.8% | -6.6 | -0.3 | 11.3%[57.1 µM]
COc1ccc(CN2CCC(n3nccc3NC(=O)CCOc3ccccc3)CC2)cc1C | -9.6% | -2.3% | 1.0 | -10.1% | -8.5 | -1.7% | -7.6 | 1.9 | -4.6%
CC(=O)C1=C(O)C(=O)N(Cc2ccco2)C1c1ccc2c(c1)OCO2 (stereo unspecified) | u | -2.5% | -0.6 | -10.9% | -7.5 | 2.0% | 3.6 | -0.8 | -3.7%[57.1 µM]
CC1(C(=O)NCCCN2CCOCC2)Oc2cccnc2NC1=O (stereo unspecified) | 1.8%[57.1 µM] | -12.2% | -0.1 | -13.6% | -14.1 | -3.7% | 10.1 | -2.0 | 6.5%[57.1 µM]
COC(=O)c1nn(-c2ccccc2)c(Sc2ccc(Br)cc2)c1/C=N/O | -2.6% | 2.8% | -0.7 | -8.3% | 2.0 | -2.2% | 0.7 | -0.2 | -8.9%
COCCn1c(C)cc(C(=O)COC(=O)/C=C/c2cccc(OC)c2)c1C | 15.4%[57.1 µM] | 0.1% | 0.0 | -14.3% | 6.1 | 7.4% | -0.6 | 0.2 | 2.4%[57.1 µM]
O=C(CC1CC2CCC1C2)N1CCN(S(=O)(=O)c2ccccc2F)CC1 (stereo unspecified) | 23.3% | 0.0% | 0.3 | -8.7% | -12.7 | 5.8% | 0.8 | 0.1 | 14.6%
CCOc1ccc(C(=O)OCC(=O)N2CC(C)OC(C)C2)cc1OCC (stereo unspecified) | 13.4% | 1.5% | -1.5 | -2.3% | -13.0 | -0.4% | 5.9 | -2.2 | 1.2%
CCS(=O)(=O)N1CCc2cc(C(=O)Nc3ccc(OC)cc3OC)ccc21 | 16.3% | 0.7% | -0.6 | -3.3% | x | 2.6% | -3.0 | 7.9 | 4.0%
CC(OC(=O)CCOc1ccccc1)C(=O)Nc1ccc(Cl)cn1 (stereo unspecified) | -18.4% | -5.3% | -0.7 | -7.5% | 6.6 | 6.6% | -2.0 | 0.2 | -7.7%
COC(=O)c1c(-n2c(C)cc(C=O)c2C)sc2c1CCCC2 | -10.0% | -0.7% | -0.6 | -15.3% | 10.3 | 12.3% | -3.0 | -1.1 | 7.3%
NC(=S)N1N=C(c2ccccc2)CC1=O | -20.9%[11.4 µM] | -1.7% | x | -4.9% | x | -3.8% | x | x | 15.7%[57.1 µM]
Cc1c(C(=O)OC2CCCC2)[nH]c2c1C(=O)CC(c1ccc(Cl)cc1)C2 (stereo unspecified) | 1.9% | 4.7% | 1.0 | -22.9% | x | 7.0% | 3.4 | -2.1 | 13.0%
CN1N=C(C(C)(C)C)CSC1=Nc1ccccc1 | 25.6%[57.1 µM] | 5.4% | 0.2 | -17.1% | 5.4 | 22.9% | 4.8 | -0.4 | 13.7%[57.1 µM]
CCC(c1nnnn1C(C)(C)C)N1CCN(Cc2ccccc2OC)CC1 (stereo unspecified) | 23.9% | 1.1% | 2.3 | -3.0% | 2.8 | 13.1% | 0.6 | 0.8 | 0.9%
Cc1nn(Cc2ccccc2)c2c1C(c1ccc(Cl)cc1)C(C#N)=C(N)O2 (stereo unspecified) | -22.1% | u | 0.8 | -15.6% | -13.4 | 16.1% | 3.6 | 0.7 | 3.0%
O=C(N/N=C/c1ccccc1)c1cc(=O)[nH]c2ccccc12 | -10.0% | 12.8% | 0.2 | 6.8% | -15.0 | -0.6% | 1.9 | -0.1 | -6.8%
Cc1c(C(=O)OCC(=O)Nc2ccc(N3CCOCC3)cc2)oc2ccccc12 | 13.2% | 14.2% | 0.3 | -3.0% | 6.9 | 6.3% | 7.1 | 0.0 | -3.4%
Cc1ccccc1N1CCN(C(=O)c2ccccc2NC(=O)C2CC=CCC2C(=O)O)CC1 (stereo unspecified) | 11.1%[57.1 µM] | -4.4% | 0.5 | -9.2% | 2.3 | 3.0% | 19.1 | -0.5 | -3.3%[57.1 µM]
CCOc1cc2[nH]c(=S)n(C3CCN(Cc4ccccc4)CC3)c(=O)c2cc1OCC | 12.9% | 3.9% | 0.1 | -19.8% | -16.9 | 5.9% | 2.2 | 0.0 | 1.1%
O=C(Nc1nnc(CCS(=O)(=O)c2ccc(Br)cc2)s1)c1ccc([N+](=O)[O-])cc1 | 3.8% | 1.7% | 0.2 | -12.0% | -3.1 | 1.4% | -0.3 | -0.5 | -2.3%
Cn1c(C(=O)N2CCCc3ccccc32)cc2sccc21 | 14.6% | -5.2% | -0.4 | -3.9% | 4.5 | 7.0% | 10.1 | 0.0 | 0.0%
Cc1cccc(OCC(=O)N2CCC(c3nc4ccccc4o3)CC2)c1C | 13.5% | u | -0.1 | -13.7% | x | -11.6% | 4.7 | -1.2 | -4.1%
Nc1ccc(S(=O)(=O)N2CCCc3ccccc32)cc1 | -5.6% | -4.2% | 1.1 | u | -14.9 | -1.2% | -5.4 | 0.1 | -6.1%
CCC(CC)c1nnc(NC(=O)C2CC(=O)N(CCc3ccc(F)cc3)C2)s1 (stereo unspecified) | 4.3% | 4.5% | -0.6 | -27.3% | -38.7 | 0.5% | 0.1 | 0.9 | -1.3%
CC1(C)NC(=O)N(CC(O)COc2ccccc2C(=O)Nc2ccccc2)C1=O (stereo unspecified) | -11.2% | 3.7% | -0.3 | -20.7% | -15.3 | 3.9% | -8.4 | -2.6 | -3.1%
CCC1CN(C(=O)NCc2cccc(OC)c2)c2cc(Cl)ccc2O1 (stereo unspecified) | 24.3%&-3.8% | -0.8%&1.0% | 0.0&-0.5 | -23.0%&-24.1% | -8.5 | -2.3%&16.3% | -4.0&-14.0 | 1.2&0.7 | 1.0%&-8.1%
C[C@](N)(Cc1ccc(O)c(O)c1)C(=O)O | u | u | 0.0 | -12.6% | -2.0 | 7.1% | -3.0 | -2.1 | 15.2%[57.1 µM]
CCCC(=O)Nc1c2c(nn1-c1ccccc1)CSC2 | 9.2% | -0.7% | -0.4 | -4.5% | -8.6 | -2.4% | 0.9 | 0.2 | 0.4%
COc1ccc(N(CC(=O)Nc2c(C)n(C)n(-c3ccccc3)c2=O)S(=O)(=O)c2ccccc2)cc1OC | 10.9%[57.1 µM] | -4.5% | 0.1 | -2.5% | -10.7 | 0.6% | 1.5 | -3.7 | 6.6%[57.1 µM]
Cc1csc(CN(C)C(=O)C2CCC(=O)N(CCN(C)C)C2)n1 (stereo unspecified) | -6.1% | 0.5% | 0.6 | -24.5% | 20.7 | -6.6% | -0.2 | -1.1 | 2.4%
COc1ccc(/C=N/Nc2nnc(-c3ccccc3)c(=O)[nH]2)cc1 | 17.3% | -0.1% | -0.3 | -15.1% | -20.7 | 4.4% | -2.3 | 59.9* | 8.3%[57.1 µM]
COc1ccc(-n2nc3c(c2NC(=O)CC(C)C)CS(=O)C3)cc1 (stereo unspecified) | -1.7% | -6.1% | 1.2 | -15.7% | -0.2 | -3.8% | 3.9 | -0.2 | -6.2%
CCn1cc(C(=O)NCCc2ccc(Cl)cc2)c(=O)c2cc(S(=O)(=O)N3CCOCC3)ccc21 | 24.0% | 5.4% | 0.7 | -21.5% | x | -6.8% | -1.7 | -0.6 | 3.5%

2 compounds drawn at random from those above, as already listed:
SMILES | rTrxR1 inhibitor | Pin1 inh | TRHR agonist | USP1-UAF1 inh | D2 antagonist | IDH1 R132H inh | TRHR PAM | D2 agonist | TrxR1 substrate
CCC1CN(C(=O)NCc2cccc(OC)c2)c2cc(Cl)ccc2O1 (stereo unspecified) | 24.3%&-3.8% | -0.8%&1.0% | 0.0&-0.5 | -23.0%&-24.1% | -8.5 | -2.3%&16.3% | -4.0&-14.0 | 1.2&0.7 | 1.0%&-8.1%
Cc1c(C(=O)OCC(=O)Nc2ccc(N3CCOCC3)cc2)oc2ccccc12 | 13.2% | 14.2% | 0.3 | -3.0% | 6.9 | 6.3% | 7.1 | 0.0 | -3.4%

Only part of the results is shown; count on the stated rates, not on these rows.
